tolC growth inh = E. coli tolC mutant growth inhibition; E. coli BW25113 tolC mutant growth, OD615; growth inhibition, % at 10 µM (by protocol); actives 2.2% (n = 65,000); AID 573;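 active = growth inhibition at or above a cutoff equal to the mean over every tested compound plus 3 SD, cut at about 60% in these data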;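 also: growth measured after 20 h incubation at 37 °C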
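Assay system: tolC-deleted E. coli BW25113. Medium: kanamycin-containing LB broth (50 µg/mL). Dosing: 10 µM final, single dose. Timing: bacterial growth with compound for 20 h at 37 °C. Detection: A615 absorbance measurement. Read-out basis: growth inhibition in percent.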
MMP-13 inhibitor = inhibitors of human MMP13; actives 0.07% (n = 65,000); inhibition, % at 4 µM; MMP-13 fTHP FRET cleavage, Mca fluorescence; P45452;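 active = inhibition above the mean of compound-free control plate wells plus 3 SD, cut at about 14% in these data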;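 also: 0% = DMSO wells and 100% = wells with reference MMP-13 inhibitor after basal subtraction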
ROCK2 blocker = blocks human Rho kinase 2 activity; AID 604; O75116; actives 0.35% (n = 60,000); inhibition, % at 6 µM; purified ROCK2, Kinase-Glo ATP depletion luminescence;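 active = inhibition above the screen-wide mean inhibition plus 3 SD, cut at about 18% in these data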;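 also: plate controls were DMSO wells for no effect and Y-27632 control wells after no-enzyme background subtraction for full effect; many of its hits are not listed in these tables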
Target sequence (O75116 whole entry, looked up): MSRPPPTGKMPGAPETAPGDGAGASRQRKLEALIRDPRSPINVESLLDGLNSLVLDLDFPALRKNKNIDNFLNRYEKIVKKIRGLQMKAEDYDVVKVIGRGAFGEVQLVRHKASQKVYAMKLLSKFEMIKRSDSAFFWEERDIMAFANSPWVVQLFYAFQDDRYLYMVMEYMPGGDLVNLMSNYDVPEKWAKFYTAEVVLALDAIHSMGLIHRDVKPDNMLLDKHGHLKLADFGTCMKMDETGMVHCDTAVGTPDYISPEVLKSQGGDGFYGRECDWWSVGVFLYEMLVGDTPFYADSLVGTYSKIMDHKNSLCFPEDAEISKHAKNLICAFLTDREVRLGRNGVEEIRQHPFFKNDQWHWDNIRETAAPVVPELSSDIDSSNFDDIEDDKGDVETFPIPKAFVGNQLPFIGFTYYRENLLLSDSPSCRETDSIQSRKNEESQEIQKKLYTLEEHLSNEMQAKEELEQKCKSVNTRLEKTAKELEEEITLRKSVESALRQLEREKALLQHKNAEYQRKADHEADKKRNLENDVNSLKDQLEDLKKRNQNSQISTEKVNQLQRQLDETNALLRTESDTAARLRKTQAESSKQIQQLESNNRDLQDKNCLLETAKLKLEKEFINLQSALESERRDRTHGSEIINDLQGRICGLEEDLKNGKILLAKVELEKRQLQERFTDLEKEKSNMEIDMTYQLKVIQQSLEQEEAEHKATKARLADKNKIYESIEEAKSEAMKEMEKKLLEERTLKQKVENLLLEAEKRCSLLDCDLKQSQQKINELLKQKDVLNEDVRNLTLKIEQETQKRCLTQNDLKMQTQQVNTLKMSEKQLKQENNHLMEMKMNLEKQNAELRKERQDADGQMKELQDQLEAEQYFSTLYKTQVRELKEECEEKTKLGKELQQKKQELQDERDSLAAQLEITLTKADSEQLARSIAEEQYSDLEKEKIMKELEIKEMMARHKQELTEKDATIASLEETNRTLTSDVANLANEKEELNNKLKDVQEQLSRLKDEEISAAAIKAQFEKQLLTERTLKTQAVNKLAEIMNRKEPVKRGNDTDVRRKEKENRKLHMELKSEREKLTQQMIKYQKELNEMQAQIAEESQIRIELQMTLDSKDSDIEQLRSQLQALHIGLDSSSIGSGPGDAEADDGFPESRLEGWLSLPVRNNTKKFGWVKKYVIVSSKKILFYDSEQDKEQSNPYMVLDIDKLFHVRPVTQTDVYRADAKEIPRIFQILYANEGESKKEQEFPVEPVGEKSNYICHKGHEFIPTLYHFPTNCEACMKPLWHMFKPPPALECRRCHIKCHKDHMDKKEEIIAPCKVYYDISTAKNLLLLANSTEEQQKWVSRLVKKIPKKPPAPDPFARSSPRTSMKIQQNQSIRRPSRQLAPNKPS
Fluor 339 460 = intrinsic fluorescence of library compounds, ex339/em460 – biochemical, MLSMR library, data from DPM-DC assay, artefact control, profiling panel; compound autofluorescence, ex339/em460 nm, NADH buffer; active compounds read high; 1 = no-compound wells, NADH background; fluorescence fold increase at 10 µM; actives 5.5% (n = 65,000);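 active = at 10 µM, mean starting fluorescence two-fold or more over control wells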;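 also: signal is the first read of a kinetic run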
NADH enzymes = inhibitors of enzymes used to reach an NAD/NADH endpoint; actives 0.02% (n = 65,000); coupled PK/LDH NADH assays, four targets; IC50, µM (doses to about 10 µM), inactives show top-dose inhibition;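 active = single-dose screening hits from any of four coupled enzyme assays that gave an IC50 when retested across doses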;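 also: the DPM-DC format reads NADH fluorescence rather than 340 nm absorbance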
HEK293 NFkB inh = lowers PMA/ionomycin-induced NF-kB signal in HEK293 cells | HEK-293 NF-kB luciferase reporter, luminescence | inhibition, % at 3 µM | actives 0.21% (n = 62,000) | AID 465;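 active = inhibition above the mean of all tested compounds plus 3 SD, cut at about 40% in these data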;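 also: 0% = stimulated DMSO wells and 100% = 10 µM reference inhibitor 5653914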
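System: NF-kB luciferase reporter HEK-293 cells | Replication: Single test | Control set: DMSO vs reference inhibitor | Evaluation: % inhibition | Schedule: 1 h pretreatment, 16 h stimulation, 37 °C | Probe or stimulus: PMA with ionomycin | Compound dosing: One dose, 3 µM | Detection: Luciferase luminescence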
JNK3 inh = blocks human JNK3 kinase activity. actives 0.61% (n = 60,000). AID 746. purified JNK3 kinase activity, HTS. inhibition, % at 8 µM; in the data active = inhibition above about 17%;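 also: 0% = DMSO and 100% = reference inhibitor; many of its hits are not listed in these tables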
Abs 340nm = compounds absorbing at 340 nm; compound absorbance at 340 nm, fold over control; fold change at 10 µM; 65,000 tested, under 10 active;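 active = at 10 µM dose, initial 340 nm absorbance at least 2 fold that of control wells; inactive = change under 2 fold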;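 also: initial absorbance extrapolated from kinetic A340 decline of NADH oxidation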
PKA kinase inh = PKA (human) kinase inhibition; P17612; PKA Kemptide phosphorylation, Kinase-Glo ATP luminescence; inhibition, % at 6 µM; actives 0.1% (n = 65,000);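 active = inhibition above the screen-wide mean inhibition plus 3 SD, cut at about 21% in these data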; also: many of its hits are not listed in these tables
Numbers without * were called inactive; / = no result given; & = joins results of further samples; [ ] = dose if it differs, or a comment.

SMILES	tolC growth inh	MMP-13 inhibitor	ROCK2 blocker	Fluor 339 460	NADH enzymes	HEK293 NFkB inh	JNK3 inh	Abs 340nm	PKA kinase inh
CCCCC(c1nnnn1Cc1ccco1)N1CCN(c2nc3ccccc3s2)CC1 (stereo unspecified)	39	6	-2	1.1	6%	17	-12	0.99	5
COc1cc(CNc2ccc3[nH]c(=O)[nH]c3c2)ccc1OCC(=O)NC(C)(C)C	-11	-60[fluorescence artefact?]	12	4.9*	9%[fluoresces]	19	-14	0.99	8
COc1ccc(-n2c(Cc3cccn3C)nnc2SCC(=O)Nc2ccc(C)c(Cl)c2)cc1	75*	6	3	1.3	8%	2	5	1	2
COc1ccccc1N1CCN(CC(=O)Nc2cc(F)ccc2C)CC1	1	0	/	1	6%	6	/	1	8
COc1cccc(NC(=O)C2C3C=CC4(O3)C2C(=O)N(C2CC2)C4C(=O)NC2CCCCC2C)c1 (stereo unspecified)	3	0	4	1.1	6%	9	-8	1	10
Cc1nn(-c2ccccc2)c2nc(-c3ccncc3)cc(C(=O)NCc3ccco3)c12	22	-8	-4	1.8	11%	10	2	1.1	14
COCCN1CCN(c2c(C)c(C)nc3cc(-c4cccc(OC)c4)nn23)CC1	4	-4	/	1.1	3%	8	/	1	7
ON=Cc1cccn1-c1ccccc1	-7	5	6	1.1	1%	6	-1	1	10
CCN1CCCC1CNC(=O)Cn1ncc2c(=O)oc3ccc(C)cc3c21 (stereo unspecified)	2	/	/	1.1	3%	/	/	1	/
O=C1C2CCCN2C(c2ccccc2)N1c1ccc(F)cc1 (stereo unspecified)	-22	-2	4	1.1	3%	18	0	1	4
O=C(CSc1nnc(-c2ccco2)n1-c1ccccc1)N1CCN(C(=O)c2ccco2)CC1	-5	4	6	1	4%	8	-1	0.96	11
CS(=O)(=O)Nc1ccc(C(=O)NCc2ccco2)cc1	-18	3	-3	1.1	4%	3	0	0.99	2
CC(=O)Oc1cc2c(C(=O)NCCN3CCOCC3)c(C)oc2c2ccccc12	-8	0	-2	1.2	5%	18	-6	1	-3
COC(=O)CSc1nc(-c2cccs2)ccc1C#N	17	-120[fluorescence artefact?]	3	2.3*	6%[fluoresces]	/	5	1.1	1
Cc1ccc2c(c1)c1c3n2CCCNC3CCC1 (stereo unspecified)	-18	-2	4	1.1	3%	8	4	1	6
CC1=C(C(=O)Nc2ccccc2)C(c2ccc(N(C)C)cc2)NC(=O)N1 (stereo unspecified)	-15	3	3	1.1	4%	5	-5	1	8
O=C1Nc2ccccc2SC(c2ccccc2)C1O (stereo unspecified)	-4	4	8	0.95	7%	14	-8	1.1	13
CCC(Sc1nc(N)c(NC(=O)c2ccc(OC)c(OC)c2)c(=O)[nH]1)C(=O)OC (stereo unspecified)	-8	-1	1	1	6%	1	0	1	-3
Cc1ccc(C)c(NS(=O)(=O)c2cc(Br)cnc2N)c1	6	-2	2	1.1	6%	-1	2	0.99	6
O=C(CN1C(=O)NC2(CCCC2)C1=O)Nc1cccc(-c2nnc3n2CCCCC3)c1	-13	0	-5	1.1	5%	7	-7	0.99	-5
Nc1c(C(=O)N2CCCCC2)sc(=S)n1-c1ccccc1	-1	5	6	1	11%	16	-2	1.2	9
Cc1oc(C(=O)O)cc1CSc1nnc(-c2ccccc2)n1C	-8	3	4	1.1	5%	-4	4	1.1	4
Nc1nc(CN2CCN(c3ccccn3)CC2)nc(Nc2ccc(Cl)cc2)n1	48	5	3	1.2	7%	14	3	1	9
CN1C(=O)N(C)C2(c3ccccc3)Nn3c(s/c(=C/c4ccco4)c3=O)=NC12c1ccccc1 (stereo unspecified)	26	-5	2	1.1	17%	12	1	1.1	5
CC(=O)N(C)C1(c2nnnn2CCOC(=O)Nc2ccc(Cl)cc2)CCCCC1	0	-1	4	0.99	10%	3	-3	0.99	-1
c1ccc2c(-c3nc4ncccc4o3)cccc2c1	-1	-356[fluorescence artefact?]	-4	3.8*	6%[fluoresces]	2	-3	1.1	-7
O=c1c2cnn(-c3ccccc3Cl)c2ncn1Cc1cccnc1	-17	-1	4	1.1	8%	9	5	0.97	6
Cc1cccc(OCCOC(=O)C2CCN(S(=O)(=O)c3cccs3)CC2)c1	27	0	3	1.1	5%	9	0	0.99	1
COc1cccc(-n2nnnc2SCC(=O)Nc2cccc(C)n2)c1	6	-4	0	1.1	6%	13	-1	1	1
Cc1cc(C)c2c(n1)nn1c(NCCN3CCOCC3)cc(C)nc21	-3	-389[fluorescence artefact?]	2	3.8*	5%[fluoresces]	18	-5	1	6
CC(c1nnc(SCC(=O)Nc2ccc3[nH]c(=O)[nH]c3c2)n1Cc1ccccc1)N(C)C (stereo unspecified)	-5	-6	8	0.98	9%	1	-2	0.98	7
O=C(NCc1ccncc1)Nc1ccc(F)cc1	-14	0	0	1.1	7%	9	1	1	0
CCC(C)Sc1nc(O)cc(=O)[nH]1 (stereo unspecified)	2	-1	8	1.1	0%	13	3	1	12
O=C(NCC(c1cccnc1)N1CCN(c2ccccc2F)CC1)C1CCCCC1 (stereo unspecified)	4	-1	/	1.1	8%	2	/	1	7
O=C(COc1ccccc1Cl)NCc1ccco1	-7	0	2	1	4%	9	4	0.99	0
Cc1cc(C(=O)Nc2cccc(O)c2)co1	-7	-6	0	1.1	2%	21	8	1	1
CC(OC(=O)C(NC(=O)c1ccco1)C(C)C)C(=O)Nc1ncc(Cl)cc1Cl (stereo unspecified)	-2	-10	2	1	5%	10	3	1	6
C=CCNC(=O)CCCc1ccccc1	-1	-2	2	1.1	0%	19	9	1.1	8
Cc1ccc(-c2ccc(CCC(=O)O)n2CC(=O)O)cc1	-2	/	/	1.1	6%	/	/	1	/
Cc1cc(C(=O)NCc2ccccc2)no1	-27	1	1	1.1	5%	10	5	0.98	1
N#CCCCSc1nnc(CSc2nc3ccccc3s2)n1-c1ccccc1	19	6	/	1.1	3%	7	/	1.1	-6
COc1ccc(NC(=O)CCC2COc3ccccc3O2)c(OC)c1 (stereo unspecified)	21	2	4	1.1	1%	6	1	1.1	7
CN1CCN(S(=O)(=O)c2ccc3ccccc3c2)CC1	-13	-5	4	1.1	2%	15	4	1.1	1
COC(=O)c1cc(NC(=O)c2ccoc2C)cc(C(=O)OC)c1	-4	0	9	1.2	0%	2	-5	1	12
COc1cc(-c2nnc(COC(=O)CSc3cc(C)c4ccccc4n3)o2)cc(OC)c1OC	0	0	2	1.1	7%	-6	0	1	6
CCCS(=O)(=O)c1c(S(=O)(=O)CCC)c2cc(CC)ccn2c1C(=O)OC	15	-3	-16	1.7	2%	-4	0	1	-4
CC(C)C(NS(=O)(=O)c1ccc2c3c(cccc13)C(=O)N2)C(=O)O (stereo unspecified)	-5	-18	4	2.2*	1%[fluoresces]	8	0	1.1	9
CCn1c(SCC(=O)Nc2ccccc2N2CCCCC2)nc2c1c(=O)n(C)c(=O)n2C	34	-6	1	1	3%	9	-2	0.98	6
O=C(COC(=O)c1cc[n+]([O-])cc1)Nc1ccc2c(c1)OCCO2	-13	4	9	1.1	4%	6	-1	1	7
COc1cccc(/C=C2\N=C(SC)SC2=O)c1OC	-5	4	-1	1.1	5%	7	-10	1.1	-1
COCCCn1cnc2oc3nc4ccccc4nc3c2c1=O	-6	-89	0	3.2*	5%	-44	-2	1.1	1
O=C(COc1ccc(S(=O)(=O)N2CCCCC2)cc1)N1CCCCCC1	3	1	2	1.1	1%	7	-4	1	-1
CCOC(=O)SC1=N/C(=C\c2ccc(N(C)C)cc2)C(=O)S1	11	10	-4	1	3%	9	-14	1	1
CCn1c(CSc2nnc(-c3cccnc3)n2-c2ccccc2C)nc2cc(C(=O)O)ccc21	-18	-2	1	1.1	4%	-9	-3	1	1
Cc1c(NC(=O)c2cc(-c3cccs3)on2)c(=O)n(-c2ccccc2)n1C	-7	-5	6	1.1	7%	9	-3	0.98	-2
Cc1ccc2c(CN3CCCc4ccccc43)cc(=O)oc2c1C	-8	-8	0	1.1	9%	9	-3	1	-3
O=c1c2ccccc2nc2n1CCCCC2	-4	6	7	1	5%	16	5	1	13
O=C(Cn1ncn2cccc2c1=O)N1CCCCC1	-15	1	-6	1.1	5%	4	-4	1	-5
CCc1cccc(C)c1N(C(=O)Cn1c(=O)[nH]c2ccccc21)C(C)COC (stereo unspecified)	18	1	0	1.1	2%	/	-13	1	-3
COc1ccccc1-c1cc(C(=O)NCc2ccc(F)cc2)no1	92*	-3	2	1.2	2%	15	3	0.99	1
(listing goes on)
SMILES	tolC growth inh	MMP-13 inhibitor	ROCK2 blocker	Fluor 339 460	NADH enzymes	HEK293 NFkB inh	JNK3 inh	Abs 340nm	PKA kinase inh
COCc1[nH]nc2c1C(c1ccccc1OC)C(C#N)=C(N)O2 (stereo unspecified)	-3&0	-4	-19	1.1&1.1	1%&4%	/	-5	1&1	-1
CCCOC1CCCN(C(=O)c2cc(Cl)c(Cl)cc2C(=O)O)C1 (stereo unspecified)	11	-15	-1	1.1	6%	-10	0	1	4
Cn1c(SCC(=O)N2CCOCC2)nnc1-c1cnccn1	-11	4	3	1	11%	14	2	1	9
CCN(CC)C(=O)CSC1=C(C#N)C(c2ccco2)C(C(=O)OCCOC)=C(C)N1 (stereo unspecified)	16	-2	8	1.1	3%	/	1	1	2
O=C(Nc1ccc(Cl)cc1)c1ccncc1	8	/	/	1.1	5%	/	/	1	/
CCN(Cc1cc2cc(OC)ccc2[nH]c1=O)C(=O)Cc1ccc(OC)cc1	-2	-21	3	2.4*	1%[may fluoresce]	-2	7	1	5
O=C(Cc1ccc(Cl)cc1)Nc1ccc2oc(-c3ccncc3)nc2c1	24	-78[fluorescence artefact?]	15	3.6*	2%[fluoresces]	4	-1	1.1	15
NC(=O)NC(=O)COC(=O)CCCc1c[nH]c2ccccc12	4	4	-5	1.1	4%	10	-4	0.99	4
CC(=O)Nc1ccc(S(=O)(=O)Nc2cc(C)c(-n3nc4ccccc4n3)cc2O)cc1	-4	-8	3	1.1	1%	4	0	1.1	4
O=C(NCCCc1ccccc1)C1CCN(c2nnc(-n3cccc3)s2)CC1	8	10	-1	1.1	8%	3	-6	1	4
COc1ccc(C2c3c(n[nH]c3C)CC(C)(O)C2C(C)=O)cc1OC (stereo unspecified)	-8	-2	1	1.2	4%	14	3	1	2
O=c1sc2ccccc2n1COc1ccccc1	7	2	4	1.1	2%	9	10	1.1	9
CC1CC(C)CN(CCCNC(=O)c2ccc3c(c2)NC(=O)C(N2CCCCC2)S3)C1 (stereo unspecified)	22	3	4	1.1	1%	16	-1	1	-2
O=C(NCCCN1CCCC1=O)c1nnc(Cc2c(F)cccc2Cl)o1	-17	-1	3	1.2	10%	9	-4	1	8
COc1ccccc1NC(=O)COC(=O)CNC(=O)c1ccc(OC)c(OC)c1	-16	3	2	1.1	8%	8	2	0.98	4
COc1cccc(-n2c(SCC(=O)NCCc3ccccc3)nnc2-c2ccoc2C)c1	15	-10	1	1.1	8%	7	-5	0.99	-6

2 entries from above in a different format:
mol,tolC growth inh,MMP-13 inhibitor,ROCK2 blocker,Fluor 339 460,NADH enzymes,HEK293 NFkB inh,JNK3 inh,Abs 340nm,PKA kinase inh
O=C(NCCCc1ccccc1)C1CCN(c2nnc(-n3cccc3)s2)CC1,8,10,-1,1.1,8%,3,-6,1,4
CCCOC1CCCN(C(=O)c2cc(Cl)c(Cl)cc2C(=O)O)C1 (stereo unspecified),11,-15,-1,1.1,6%,-10,0,1,4

An excerpt, so the mix of outcomes need not match the whole.
